CFTR F508del cor = CFTR F508del correction in bronchial cells; 0.36% of 350,000 active; CFBE cells, YFP halide quenching; stimulated with forskolin plus potentiator P3; % fluorescence drop versus neutral controls; activity (quench increase), % at 7.58 µM; AID 720511;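 active = mean added fluorescence quench of at least 8% versus neutral control, with both replicates also reaching 8%; inconclusive = only one of the mean or replicate conditions met; inactive = mean below 8% and not both replicates reaching 8%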;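 note: cells transiently co-express mutant CFTR-F508del with the halide-sensitive YFP; corrector assay measuring rescue of mutant channel to the surface after 24 h compound exposure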
SIRT5 block = blocks human SIRT5 desuccinylation of peptide; Q9NXA8; Purified SirT5, succinyl-peptide AMC, trypsin-coupled fluorescence; inhibition, % at 15 µM; 1.1% of 330,000 active; AID 652115; in the data active = inhibition above about 15%; inconclusive = no clear call, values can overlap the other calls
Target sequence (Q9NXA8 whole entry, looked up): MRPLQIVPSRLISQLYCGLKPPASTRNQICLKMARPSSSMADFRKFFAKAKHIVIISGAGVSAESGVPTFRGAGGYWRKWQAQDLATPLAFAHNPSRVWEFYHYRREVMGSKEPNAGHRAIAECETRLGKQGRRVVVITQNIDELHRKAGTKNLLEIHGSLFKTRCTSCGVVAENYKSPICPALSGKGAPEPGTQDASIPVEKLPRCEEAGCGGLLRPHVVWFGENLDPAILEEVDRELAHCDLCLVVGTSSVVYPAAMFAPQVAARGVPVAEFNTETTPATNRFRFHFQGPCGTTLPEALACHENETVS
DENV2 CPE rescue = inhibitors of DENV2 cytopathic effect; CPE inhibition, % at 9.99 µM; 1.7% of 350,000 active; DENV2-infected cells, cytopathic effect rescue, plate reader; in the data active = CPE inhibition above about 20%, passing the limit was not always enough; inconclusive = no clear call, values can overlap the other calls; tested in BHK-21 cells;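 note: 0% = median of neutral control wells and 100% = median of positive control wells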
ERp5 block = blocks human ERp5 reductase activity on insulin. Q15084. inhibition, % at 9.99 µM. 0.05% of 350,000 active. ERp5 insulin aggregation, absorbance 650 nm, 90 min. AID 651711;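 active = mean replicate inhibition above about 25%, with every replicate also reaching it, limit read from the data, passing the limit was not always enough; inconclusive = only one of those two criteria met; inactive = neither criterion met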
Target sequence (Q15084 whole entry, looked up): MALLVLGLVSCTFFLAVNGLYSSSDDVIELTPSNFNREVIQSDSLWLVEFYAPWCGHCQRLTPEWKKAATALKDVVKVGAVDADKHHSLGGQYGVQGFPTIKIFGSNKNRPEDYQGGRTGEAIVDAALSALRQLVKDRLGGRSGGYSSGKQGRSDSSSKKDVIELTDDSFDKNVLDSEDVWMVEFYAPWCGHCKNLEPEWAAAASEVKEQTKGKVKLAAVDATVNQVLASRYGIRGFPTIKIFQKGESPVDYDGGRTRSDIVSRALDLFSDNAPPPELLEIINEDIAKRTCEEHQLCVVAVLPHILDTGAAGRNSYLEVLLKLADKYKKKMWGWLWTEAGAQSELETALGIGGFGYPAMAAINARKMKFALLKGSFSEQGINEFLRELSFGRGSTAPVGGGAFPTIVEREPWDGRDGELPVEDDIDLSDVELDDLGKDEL
Casp6 inh = blocks human caspase-6 cleavage activity. purified caspase-6, Z-VEID-R110 cleavage fluorescence. inhibition, % at 12.5 µM. 0.53% of 350,000 active. AID 686996;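 active = mean inhibition across replicates at least about 35%, with every replicate also reaching that limit, limit read from the data; inconclusive = only one of the two criteria met; inactive = neither criterion met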;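 note: 0% = median of neutral control wells and 100% = no fluorescence left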
Target sequence (P55212 24-179 limits assumed): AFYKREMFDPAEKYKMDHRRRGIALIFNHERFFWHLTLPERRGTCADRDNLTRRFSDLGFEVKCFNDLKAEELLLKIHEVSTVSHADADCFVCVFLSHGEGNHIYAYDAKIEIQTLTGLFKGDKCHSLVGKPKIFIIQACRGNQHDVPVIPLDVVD
Target sequence (P55212 194-293 limits assumed): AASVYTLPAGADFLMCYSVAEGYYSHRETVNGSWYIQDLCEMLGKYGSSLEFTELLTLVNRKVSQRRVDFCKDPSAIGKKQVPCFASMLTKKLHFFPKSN
miR122 inh = inhibitors of miR-122 in Huh7 cells; Huh7 miR-122 Renilla luciferase sensor, 48 h; neutral wells = 0, positive control = 100; activation (reporter increase), % at 12.5 µM; 0.3% of 340,000 active; AID 602342;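 active = mean replicate activation score at least 90 and every replicate individually at or above 90; inconclusive = only one of the two criteria met; inactive = neither criterion met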;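 note: higher luciferase means less miR-122 activity so hits act as miR-122 inhibitors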
ERAP1 inh = ERAP1 (human) enzyme inhibition; AID 652197; Q9NZ08; 0.15% of 340,000 active; inhibition, % at 10.7 µM; recombinant ERAP1, Leu-AMC fluorescence, 60 min;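 active = mean replicate inhibition of at least 30%, or all replicates individually reaching that 30% level; inactive = mean below 30% and not every replicate reaching it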;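 note: 0% = neutral control wells and 100% = L-leucinethiol positive control wells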
* marks the source's active call; other numbers are inactive results; ? = inconclusive; . = no result given; & = joins results of further samples; [ ] = another dose, or the depositor's remark.

SMILES	CFTR F508del cor	SIRT5 block	DENV2 CPE rescue	ERp5 block	Casp6 inh	miR122 inh	ERAP1 inh
CC(=O)c1ccc(OCc2cc(C(=O)N(C)CCOc3ccc(C)cc3)no2)cc1	-2.8	-3	7	5	0	-6	1
Cc1c(NC(=O)c2cccc(NC(=O)Cc3ccccc3Cl)c2)c(=O)n(-c2ccccc2)n1C	0.5	-3	0	-4	-1	-11	19
Cn1cc(Br)c(C(=O)N/N=C/c2cccc(OC3CSC3)c2)n1	-1.1	7	?	1	-1	.	1
NC(=O)[C@H]1[C@@H]2C(=O)O[C@@H](c3ccccc3)[C@@H](c3ccccc3)N2[C@@H](c2ccc(OCCO)cc2)[C@]12C(=O)Nc1ccccc12	-0.8	-1	-4	2	4	.	3
Cc1ccccc1CN1CCN(CC(=O)NCc2ccccc2)C1=O	0.1	-1	2	-8	2	6	1
CN1C[C@@H]2C(c3ccccc3)C3(c4cccnc4)CC2(C3)[C@H]1c1ccccc1 (stereo not given in full)	-1.9	.	-2	2	2	.	0
CCN(CC)c1ccc(NC(=O)COC(=O)COc2ccccc2[N+](=O)[O-])cc1	-1.1	-3	.	1	1	.	-2
CC(C)NC(=O)C1(C)CCN1C(=O)C(c1ccccc1)c1ccccc1 (stereo not given)	-4.1	-2	-6	2	3	-1	7
C[C@H]1CN([C@@H](C)CO)C(=O)c2cc(-c3ccccc3)cnc2O[C@@H]1CN(C)C(=O)Nc1ccc2c(c1)OCO2	-0.5	9.5*	-9	2	-1	4[16.7 µM]	1
CC(C)(C)NC(=O)C(c1ccncc1)N(Cc1cccs1)C(=O)c1csnn1 (stereo not given)	1.1	-3	5	-1	1	-4	-2
CCCNC(=O)[C@H]1[C@H](CO)[C@H]2Cn3c(ccc(-c4cccc(OC)c4)c3=O)[C@H]2N1Cc1nccs1	-0.5	-22	-5	-1	-1	.	-1
Cc1ccc(S(=O)(=O)N(C)C[C@H]2OCCCC[C@@H](C)Oc3ccc(NC(=O)Cc4ccccc4)cc3C(=O)N([C@@H](C)CO)C[C@H]2C)cc1	-3.0	3	.	5	-4	-5[16.7 µM]	3
COc1ccccc1OCCNC(=O)c1ccc(NC(=O)CC2SC(N3CCCC3)=NC2=O)cc1 (stereo not given)	3.7	-1	-1	-2	2	5	2
CN1CCN(c2cc(C(F)(F)F)nc3ccc(F)cc23)CC1	1.1	-2	0	.	-2	.	-7
COc1cccc(C#Cc2ccc([C@H]3[C@H](CO)N4C(=O)CN(C(=O)Cc5ccccc5)C[C@@H]34)cc2)c1	6.7	7	-3	-6	.	.	.
CCCNC(=O)N1C[C@H](C)[C@H](OC)CN(C)C(=O)c2ccc(NC(=O)CC)cc2OC[C@@H]1C	0.3	6	9	-7	0	.	5
COc1ccccc1Nc1ncnc2c1c(C)c(C)n2CCCN(C)C	-2.9	-3	42*	2	2	2	2
COc1ccc(CCn2c(=N)c(C(=O)NCCN3CCOCC3)cc3c(=O)n4ccccc4nc32)cc1OC	-0.3	3	-4	5	.	-1	1
Nc1nnc(SCC(=O)Nc2nnc(-c3ccccc3)o2)s1	-2.4	-9	-2	.	0	0	2
CCSc1nc(N)c(NC(=O)c2ccc(Br)o2)c(=O)[nH]1	-0.3	-5	-5	-3	-1	3	2
CCCN(C1CCS(=O)(=O)C1)S(=O)(=O)c1ccc2ccccc2c1 (stereo not given)	-2.6	-1	1	-2	0	-3	0
N#Cc1ccc(C(=O)Nc2cc(C3CC3)nn2-c2ccccc2)cc1	-1.5	-4	22*	0	0	-3	-1
C[C@@H]1CN([C@H](C)CO)S(=O)(=O)c2ccc(-c3ccncc3)cc2O[C@@H]1CN(C)C(=O)Nc1ccc(F)cc1	-0.7	0	3	1	-1	6[16.7 µM]	-2
CCCC#Cc1ccc([C@H]2[C@@H](C#N)N(S(C)(=O)=O)[C@@H]2CO)cc1	1.3	-2	7	1	1	.	0
CCCc1cnc(N2CCN(C(=O)c3c(-c4ccccc4)noc3C)CC2)nc1	-0.9	.	5	4	-1	.	.

Other records.
SMILES	CFTR F508del cor	SIRT5 block	DENV2 CPE rescue	ERp5 block	Casp6 inh	miR122 inh	ERAP1 inh
O=C(c1ccccc1Br)N1CCN(c2ccccn2)CC1	0.1	-1	-1	2	-1	.	5
COc1ccc(S(=O)(=O)N[C@H]2CC[C@H](CC(=O)N3CCc4ccccc4C3)O[C@H]2CO)cc1	1.7	1	-2	2	0	.	-1
Cc1ccccc1-c1ccc2c(c1)O[C@H](CN(C)C(=O)c1ccccn1)[C@@H](C)CN([C@@H](C)CO)S2(=O)=O	2.9	-2	-6	14	0	7[16.7 µM]	0
Cc1nc2c3ccccc3nc(NNC(=O)CCC(=O)NC3CCCC3)n2n1	-0.2	4	-7	0	3	.	2
CC(C)(C)OC(=O)N1CCC(C(=O)Nc2cccc(C(=O)N3CCCCC3)c2)CC1	-1.0	0	-5	4	5	-6	-1
Cn1ccc2c(/C=C/c3ccc(F)cc3)cc3c(c21)C1CCC3O1 (stereo not given)	-5.8	-17	-3	1	-1	-4	.
C[C@@H]1CN([C@@H](C)CO)S(=O)(=O)c2ccc(C#CC3CCCC3)cc2O[C@@H]1CN(C)S(C)(=O)=O	-0.2	1	-6	-7	-2	20[16.7 µM]	0
CC(=O)Nc1nc(CCC(C)C)cc2c1c(=O)oc1ccccc12	.	-3	.	-8	-2	2	-1
CNC(=O)C[C@@H]1CC[C@@H]2[C@H](COc3ccc(NC(=O)c4ccc5c(c4)OCO5)cc3C(=O)N2C)O1	-2.8	.	2	.	.	4[16.7 µM]	.
CNC(=O)C[C@@H]1CC[C@@H]2[C@H](COc3ccc(NC(=O)Nc4ccccc4F)cc3C(=O)N2C)O1	-0.4	-6	?	1	6	2[16.7 µM]	-2
CC(C)NC(=O)N1CCCCN2[C@H](C1)[C@@H](c1ccc(C#C[C@H](C)O)cc1)[C@@H]2CO	-1.4	2	-8	1	-8	5[16.7 µM]	4
COc1ccc(NC(=O)N(C)C[C@@H]2Oc3ccc(NC(=O)NC(C)C)cc3CC(=O)N([C@H](C)CO)C[C@@H]2C)cc1	-0.6&1.1	-4&-5	0&6	-2&7	2&0	-5[16.7 µM]	-3&-1
CCOc1cc(CNC2CCCC2)ccc1OCc1ccccc1Cl	-1.5	7	-8	5	-1	-28	0
CCOC(=O)N1c2ccccc2Sc2ccccc21	1.0	-4	-4	-5	-2	-5	3
C[C@@H](C(=O)Nc1cc(C(F)(F)F)ccc1N1CCOCC1)N1C(=O)C2CC=CCC2C1=O (stereo not given in full)	-0.4	-8	14	-2	-1	90	-2
O=C1Nc2ccc(Br)cc2C12OCCO2	-0.1	-3	14	1	0	.	.
COc1ccc(CN(C)C[C@H]2OCCCC[C@@H](C)Oc3ccc(NC(=O)Nc4ccc(F)cc4)cc3C(=O)N([C@H](C)CO)C[C@H]2C)cc1	-0.9	-3	-4	3	0	2[16.7 µM]	2
S=C(NCCc1ccccc1)Nc1ccc(Br)cn1	-0.9	1	1	-1	0	.	-4
COCCCn1c(=O)c2ccccc2n2c(=S)[nH]nc12	4.9	-3	2	4	-2	-10	9
COC(=O)C(CCSC)NC(=O)C12CC3CC(CC(C3)C1)C2 (stereo not given)	-2.5	-3	-3	2	1	0	1
O=C1N[C@@H](c2ccccc2)COCn2nncc2CC[C@@H]1Cc1ccccc1	.	0	-4	-1	-4	.	2
CCOc1ccccc1N1CCN(C(=O)c2ccc3nc(N)sc3c2)CC1	-10	0	0	-6	5	.	4
OC(CSc1nc(-c2ccccc2)c(-c2ccccc2)o1)CC(O)c1ccccc1 (stereo not given)	-0.3	-1	30*	-1	0	.	1
COc1ccc(C(CNC(=O)c2ccc(C)c(S(=O)(=O)N3CCCCC3)c2)N(C)C)cc1OC (stereo not given)	0.5	.	-1	3	10	-5	-5
Cc1noc(C)c1NC(=O)Nc1ccc2c(c1)C(=O)N([C@@H](C)CO)C[C@@H](C)[C@H](CN(C)C(=O)NC1CCCCC1)O2	-0.5	-1	6	-7	1	2[16.7 µM]	-1

Gathered by group: the entries above containing a tert-butyl group
SMILES	CFTR F508del cor	SIRT5 block	DENV2 CPE rescue	ERp5 block	Casp6 inh	miR122 inh	ERAP1 inh
CC(C)(C)NC(=O)C(c1ccncc1)N(Cc1cccs1)C(=O)c1csnn1 (stereo not given)	1.1	-3	5	-1	1	-4	-2
CC(C)(C)OC(=O)N1CCC(C(=O)Nc2cccc(C(=O)N3CCCCC3)c2)CC1	-1.0	0	-5	4	5	-6	-1

Later entries:
SMILES	CFTR F508del cor	SIRT5 block	DENV2 CPE rescue	ERp5 block	Casp6 inh	miR122 inh	ERAP1 inh
CC(c1ccccc1C(O)(c1ccccc1)c1ccccc1)N(C)C (stereo not given)	0.7	-2	-7	-2	2	.	2
Nc1c2c(nc3sc4c(c13)CCCC4)-c1ccccc1CC2	-2.8	-2	0	1	0	7	.
Cc1nn(-c2ccccc2)c(C)c1NC(=O)COC(=O)c1ccc(Cl)c(N)c1	0.2	-1	-4	1	1	1	6
C[C@@H]1CN([C@@H](C)CO)S(=O)(=O)c2ccc(-c3ccncc3)cc2O[C@H]1CN(C)C(=O)CC1CC1	0.7	-2	85*	3	1	-7[16.7 µM]	2
CO[C@@H]1CN(C)C(=O)c2cc(NS(=O)(=O)CC(F)(F)F)ccc2OC[C@H](C)N(Cc2ccccn2)C[C@@H]1C	0.4	2	2	-3	-2	.	2
CCS(=O)(=O)c1c(S(=O)(=O)CC)c2ccccn2c1C(N)=O	-1.7	1	1	6	0	.	7
O=C(c1ccccc1)c1cnc2ccc(Cl)cc2c1N1CCOCC1	-0.8	-2	-3	0	-4	.	-4
CCCCCCOc1ccc(N2C(=O)CC(N3CCN(CCN=CC4=C(O)CC(C)(C)CC4=O)CC3)C2=O)cc1 (stereo not given)	0.2	-2	1	9	1	.	1
NC(Cc1ccc(Cl)cc1)c1csc(Nc2cc(NCCCO)ncn2)n1 (stereo not given)	1.6	-6	-6	3	-8	0	9
CCC(=O)N(C)C[C@H]1Oc2cc(C#CCC3CCCC3)ccc2S(=O)(=O)N([C@@H](C)CO)C[C@@H]1C	-2.4	6	-5	0	2	18[16.7 µM]	2
C[C@@H]1CN([C@H](C)CO)C(=O)Cc2cc(NC(=O)NC3CCCCC3)ccc2O[C@@H]1CN(C)C	-1.7	-3	-5	1	2	-3[16.7 µM]	2
O=C(Cc1ccc(NS(=O)(=O)c2ccc(Cl)c(Cl)c2)cc1)NCCN1CCOCC1	0.4	-5	-3	2	-2	31	-3
CC(C)CCNC(=O)Cn1c2c(c(-c3ccccc3Cl)cc1=O)CCC2	1.7	10	0	-8	4	1	19
COc1ccc(O)c(CN2CCN(CCCc3ccccc3)C(CCO)C2)c1 (stereo not given)	-5.0	-3	3	-7	-3	1	2
COc1ccc(CNC(=O)C2(CC3CC(c4ccccc4)=NO3)CCNCC2)cc1 (stereo not given)	-1.4	-1	-10	1	0	-5	4
C=C1CCN([C@H](C(=O)NCc2cc(OC)c(OC)c(OC)c2)C(C)C)S(=O)(=O)c2ccccc21	-0.4	.	4	-4	2	-2	.
Cc1ccccc1-n1c(SCC(=O)c2c(N)n(C3CC3)c(=O)[nH]c2=O)nnc1N1CCOCC1	-0.4	1	9	-1	2	1	4
CC(C)C[C@H](NC(=O)c1nc[nH]c1C(=O)NCC(=O)OC(C)(C)C)C(=O)OC(C)(C)C	0.1	11	10	5	-3	-3	1
Cc1cccc(N2CCN(c3nc4nonc4nc3N3CCSCC3)CC2)n1	3.8	0	.	-3	0	-4	0
CC1CCCC(NC(=O)Cn2cc([N+](=O)[O-])ccc2=O)C1C (stereo not given)	-0.6	-1	-5	-12	7	-2	5
COc1ccccc1OCC(=O)Nc1ccc(N2CCCCC2)cc1	1.2	-2	-3	2	0	.	3
COc1ccc2c3c(n(C)c2c1)[C@H](CO)N(C(=O)Nc1ccc(F)cc1)CC31CN(C(=O)CN2CCOCC2)C1	-0.4	-1	-8	8	0	.	7

Looked up above.
In CFTR F508del cor, C=C1CCN([C@H](C(=O)NCc2cc(OC)c(OC)c(OC)c2)C(C)C)S(=O)(=O)c2ccccc21 has -0.4
In SIRT5 block, NC(Cc1ccc(Cl)cc1)c1csc(Nc2cc(NCCCO)ncn2)n1 (stereo not given) has -6
In DENV2 CPE rescue, COc1ccc(O)c(CN2CCN(CCCc3ccccc3)C(CCO)C2)c1 (stereo not given) has 3

Screening data (PubChem)
